Assay outcomes from PubChem.
Mcl1-Noxa inh – Mcl-1/Noxa interaction inhibition; Q07820; TR-FRET Mcl-1/Noxa peptide binding, 2 h; inhibition, % at 21.7 µM; hit rate 1.5% among 220,000;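 active = compounds that cut the protein-peptide binding signal by more than 50% relative to plate controls in a single-dose test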;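 also: His-tagged Mcl-1 with rhodamine Noxa BH3 peptide and terbium anti-His antibody; 0% = Mcl-1 plus Noxa peptide wells and 100% = peptide-only wells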
Target sequence (Q07820 whole entry, looked up): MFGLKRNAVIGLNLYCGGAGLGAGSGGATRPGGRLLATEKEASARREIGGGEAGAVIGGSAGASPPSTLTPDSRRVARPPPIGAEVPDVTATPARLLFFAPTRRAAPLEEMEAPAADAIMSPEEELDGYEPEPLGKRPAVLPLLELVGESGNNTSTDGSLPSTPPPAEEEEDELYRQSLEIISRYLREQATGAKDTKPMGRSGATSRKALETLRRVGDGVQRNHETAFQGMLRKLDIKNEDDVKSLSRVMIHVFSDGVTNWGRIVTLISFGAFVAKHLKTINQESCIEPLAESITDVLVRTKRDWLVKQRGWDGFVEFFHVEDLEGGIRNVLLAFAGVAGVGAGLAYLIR
Rab2A wt mod – changes GTP binding to wildtype dog Rab2A, up or down. P61105. GST-Rab2 wt beads, Bodipy-GTP binding, flow cytometry. GTP binding activity, % at 10 µM. hit rate 0.19% among 190,000. AID 760;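 active = GTP binding activity at least 20 points away from 100%, either lowered or raised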;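 also: 0% = beads with excess unlabeled GTP and 100% = no-compound control corrected for plate trend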
Rac1 wt GTP bind – human Rac1 wildtype GTP binding, inhibitors and activators. P63000. GST-Rac1 beads, fluorescent GTP binding, flow cytometry; actives lie on both sides; 0 = cold GTP competed, 100 = untreated. GTP binding activity (% of control), % at 10 µM. hit rate 0.27% among 190,000;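 active = GTP binding activity at least 20 points away from the 100% control level, either lower or higher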
Avidin fluor – avidin bead compound fluorescence profile; Avidin beads, compound fluorescence 488/530 nm, flow cytometry; hits give high values; fluorescence (KMESF) at 10 µM; hit rate 0.38% among 220,000; AID 1775; in the data active = fluorescence above about 47; also: inactives centre near 10
Cdc42 wt – changes GTP binding to wildtype human Cdc42 | P60953 | GST-Cdc42 beads, Bodipy-GTP binding, flow cytometry; actives lie on both sides | percent activity (GTP binding), % at 10 µM | hit rate 0.2% among 190,000 | AID 761;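 active = percent activity GTP binding at least 20 points away from the 100% baseline, either down as inhibitor or up as activator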;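 also: median bead fluorescence of bound Bodipy-FL-GTP at 100 nM; 0% = excess unlabeled GTP control and 100% = no compound control; below 100% means less GTP binding so inhibitor and above means activator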
Target sequence (P60953 whole entry, looked up): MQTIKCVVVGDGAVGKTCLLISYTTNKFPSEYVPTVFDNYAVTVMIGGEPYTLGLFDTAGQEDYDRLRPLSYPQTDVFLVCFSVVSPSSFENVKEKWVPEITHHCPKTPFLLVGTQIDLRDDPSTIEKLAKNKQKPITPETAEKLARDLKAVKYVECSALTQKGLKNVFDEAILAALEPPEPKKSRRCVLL
Pf gametocyte – P. falciparum stage V gametocyte viability inhibition | P. falciparum stage V gametocytes, ATP luminescence, 24 h | hit rate 0.065% among 150,000 | inhibition, % at 10.9 µM;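 active = inhibition above the mean plus 3 SD of compounds within the control limits, set per campaign, cut at about 38% in these data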;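 also: 0% = DMSO wells and 100% = medium only without gametocytes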
Mcl1 Bid PPI – Mcl-1/Bid interaction inhibition | hit rate 0.97% among 220,000 | AID 1021 | Q07820 | inhibition, % at 21.7 µM | TR-FRET Mcl-1/Bid-Dy647 peptide binding, 1536-well;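 active = compounds that cut the binding signal by more than half at the single screening dose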;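 also: His-tagged Mcl-1 with europium anti-His antibody binding Bid BH3 peptide; 0% = Mcl-1 plus peptide wells and 100% = peptide-only wells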
Rac1 act GTP bind – modulators of GTP binding to human Rac1 activated mutant. P63000. GST-Rac1 activated beads, fluorescent GTP binding, flow cytometry; actives lie on both sides; 100% means binding = to untreated wells. percent activity (GTP binding), % at 10 µM. hit rate 0.11% among 190,000. AID 764;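 active = GTP binding at least 20 percentage points away from the 100% baseline, in either direction, so actives lie on both sides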
HRas wt GTP – changes GTP binding to wildtype human HRas; AID 759; GTP binding activity, % at 10 µM; hit rate 0.14% among 190,000; GST-Ras wt beads, Bodipy-FL-GTP binding, flow cytometry; actives lie on both sides;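 active = GTP binding activity at least 20% away from the 100% baseline, either lowered as inhibitor or raised as activator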;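 also: 0% = unlabeled GTP competition control and 100% = no-compound control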
Target sequence (P01112 whole entry, looked up): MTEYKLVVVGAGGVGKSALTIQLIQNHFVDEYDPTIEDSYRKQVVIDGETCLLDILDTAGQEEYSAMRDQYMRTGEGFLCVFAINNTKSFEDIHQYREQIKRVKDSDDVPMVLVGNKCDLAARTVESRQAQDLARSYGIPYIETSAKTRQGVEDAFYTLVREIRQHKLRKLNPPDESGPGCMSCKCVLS
GSH fluor – GSH bead compound fluorescence profile. AID 1776. hit rate 0.25% among 190,000. GSH beads flow cytometry, compound fluorescence 488/530 nm; hits give high values. fluorescence (KMESF) at 10 µM; in the data active = fluorescence above about 89;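 also: glutathione beads carrying GST-tagged Bcl family fusion proteins plus one bare bead set; values are compound well signal with DMSO vehicle wells as background; inactives centre near 16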
Rab7 wt modul – modulators of GTP binding to dog Rab7 wildtype GTPase | GST-Rab7 beads, fluorescent GTP binding, flow cytometry; actives lie on both sides; untreated = 100%, excess cold GTP = 0% | GTP binding activity (percent of control), % at 10 µM | hit rate 0.055% among 190,000 | AID 758;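 active = fluorescent GTP binding to Rab7 beads changed by at least 20 points from the 100% baseline, either direction, mostly lower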;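 also: median green fluorescence of bound Bodipy-FL-GTP per Rab7 bead population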
* marks the source's active call; other numbers are inactive results; x = not tested or not shown.

SMILES | Mcl1-Noxa inh | Rab2A wt mod | Rac1 wt GTP bind | Avidin fluor | Cdc42 wt | Pf gametocyte | Mcl1 Bid PPI | Rac1 act GTP bind | HRas wt GTP | GSH fluor | Rab7 wt modul
CC(C)(C)SCCNC(=O)CSCc1ccc([N+](=O)[O-])cc1 | -9 | 99 | 102 | 39 | 102 | x | -11 | 98 | 99 | 13 | 101
Cc1ccc(NC(=O)CSc2nnc(CNC(=O)c3ccccc3F)o2)cc1 | 16 | 92 | 92 | 8 | 90 | x | -34 | 92 | 92 | 19 | 93
ClC1(Cl)CC1Cn1c(C2CC2)nc2ccccc21 (centres undefined) | 5 | 94 | 93 | 19 | 89 | -15 | -3 | 92 | 91 | 12 | 99
Cc1ccccc1Nc1nc2ccccc2n1C(C)C | 17 | 100 | 103 | 3 | 102 | 10 | 0 | 99 | 100 | 14 | 95
O=C(O)c1ccccc1N1C(=O)C2C3CCC(C3)C2C1=O (centres undefined) | 20 | 98 | 100 | 9 | 97 | 18 | -7 | 95 | 99 | 10 | 105
CC1(C)Oc2ccc(C(=O)N3CCOCC3)cc2N(CC(=O)Nc2ccccc2)C1=O | 17 | 101 | 95 | 3 | 97 | -7 | -14 | 97 | 97 | 32 | 100
COCCCn1c(Cc2ccccc2)nnc1SCC(=O)N1CCCCC1 | 10 | 98 | 98 | 2 | 99 | x | 0 | 99 | 97 | 38 | 96
O=C(c1ccc([N+](=O)[O-])cc1)N1CCSC1c1ccc(Br)cc1 (centres undefined) | 12 | 102 | 98 | 6 | 96 | -20 | -16 | 97 | 96 | 14 | 103
CN(CC(=O)Nc1ccc(C(N)=O)cc1)CC(=O)Nc1ccccc1Cl | 14 | 96 | 101 | 14 | 100 | x | -20 | 96 | 99 | 7 | 100
CC(Sc1nc2ccc(Br)cc2[nH]1)C(=O)O (centres undefined) | 14 | 103 | 109 | 16 | 103 | -8 | -38 | 101 | 101 | 43 | 102
COc1ccc(OC)c(NC(=O)C(=O)N/N=C/c2ccccc2[N+](=O)[O-])c1 | 23 | 101 | 101 | 9 | 102 | x | -15 | 99 | 98 | 10 | 98
CCOC(=O)COc1ccc(S(=O)(=O)c2ccc(OCC(=O)OCC)cc2)cc1 | 19 | 99 | 95 | 4 | 95 | 11 | -1 | 96 | 98 | 10 | 99
CCN(CC)C(=O)CSc1nnc(-c2cccnc2)n1CCc1ccccc1 | 61* | 97 | 99 | 8 | 101 | x | -3 | 98 | 99 | 6 | 96
CCCOC(=O)c1ccc(Oc2cn[nH]c2-c2ccc(OCC)cc2O)cc1 | 2 | 100 | 100 | 14 | 97 | x | 0 | 97 | 98 | 12 | 101
COc1ccc(OCc2nc(N)nc(Nc3ccccc3OC)n2)cc1 | -6 | 97 | 99 | 33 | 100 | x | -23 | 96 | 98 | 13 | 95
COc1ccccc1NC(=S)NC(NC(=O)c1ccco1)C(Cl)(Cl)Cl (centres undefined) | 7 | 100 | 101 | 16 | 99 | 12 | -59 | 100 | 102 | 16 | 104
O=C(OCc1c(Cl)cccc1Cl)c1cnccn1 | 13 | 98 | 99 | 10 | 102 | 3 | 8 | 99 | 99 | 35 | 99
CC(=O)c1ccc(N=c2scc(C)n2C(C)C)cc1 | 22 | 96 | 97 | 10 | 97 | 15 | -32 | 97 | 97 | 11 | 95
CCOCC(=O)Nc1cccc(-c2nc3cccnc3s2)c1C | 15 | 96 | 98 | 5 | 98 | x | 7 | 96 | 96 | 18 | 96
COC(=O)CNC(=O)C(NC(=O)OCc1ccccc1)C(C)C (centres undefined) | 9 | 101 | 101 | 24 | 100 | -2 | -6 | 97 | 100 | 12 | 104

Continued, starting with the last 3 of the part before.
SMILES | Mcl1-Noxa inh | Rab2A wt mod | Rac1 wt GTP bind | Avidin fluor | Cdc42 wt | Pf gametocyte | Mcl1 Bid PPI | Rac1 act GTP bind | HRas wt GTP | GSH fluor | Rab7 wt modul
CC(=O)c1ccc(N=c2scc(C)n2C(C)C)cc1 | 22 | 96 | 97 | 10 | 97 | 15 | -32 | 97 | 97 | 11 | 95
CCOCC(=O)Nc1cccc(-c2nc3cccnc3s2)c1C | 15 | 96 | 98 | 5 | 98 | x | 7 | 96 | 96 | 18 | 96
COC(=O)CNC(=O)C(NC(=O)OCc1ccccc1)C(C)C (centres undefined) | 9 | 101 | 101 | 24 | 100 | -2 | -6 | 97 | 100 | 12 | 104
COC(=O)CSc1nnnn1-c1ccccc1 | -17 | 94 | 98 | 7 | 99 | -12 | -9 | 96 | 95 | 4 | 93
CCCSC1=C(C#N)C(c2ccc(Cl)cc2Cl)CC(=O)N1 (centres undefined) | 11 | 100 | 104 | 11 | 102 | 11 | 1 | 100 | 101 | 32 | 102
CCCN(CCC)CCCNC(=O)CN1C(=O)CSc2ccc(S(=O)(=O)N3CCOCC3)cc21 | 3 | 98 | 104 | 9 | 100 | -17 | 9 | 99 | 101 | 13 | 99
CCCOc1ccc(C2NC(=S)NC(C)=C2C(=O)c2ccccc2)cc1OC (centres undefined) | -3 | 99 | 103 | 22 | 103 | x | -33 | 99 | 98 | 10 | 97
CCNC(=S)N/N=C/c1cccc(C)c1 | 10 | 99 | 104 | 16 | 101 | -25 | -49 | 99 | 101 | 13 | 99
COc1ccccc1NC(=O)N1CCN(S(C)(=O)=O)CC1 | 12 | 98 | 96 | 11 | 99 | -13 | -20 | 99 | 96 | 11 | 92
O=C(NC(=O)c1ccccc1)OCC(F)(F)F | -5 | 103 | 100 | 8 | 103 | -51 | -57 | 102 | 103 | 22 | 99
COc1ccc(S(=O)(=O)NCC2CCCN(C(=O)c3cccnc3)C2)cc1 (centres undefined) | -18 | 102 | 100 | 9 | 97 | -27 | -26 | 99 | 100 | 24 | 106
O=C(Nc1ccc(Br)cc1)c1ccc(N2C(=O)C3CC=C(Cl)CC3C2=O)cc1 (centres undefined) | -3 | 96 | 99 | 5 | 92 | -11 | -28 | 98 | 96 | 33 | 95
O=C(N/N=C/c1ccc2c(c1)OCO2)c1cccs1 | 10 | 95 | 100 | 1 | 97 | -49 | -17 | 99 | 96 | 5 | 96
C=CCc1ccc(OC(=O)c2ccccc2)c(OC)c1 | -13 | 92 | 93 | 7 | 91 | x | 6 | 93 | 93 | 21 | 94
CC(c1ccccc1)N1C(=O)NC(NC(=O)C(C)(C)C)(C(F)(F)F)C1=O (centres undefined) | 11 | 96 | 101 | 10 | 96 | -28 | -9 | 97 | 98 | 10 | 97
O=C(N/N=C/c1ccc2c(c1)OCO2)c1ccc(Cn2cc([N+](=O)[O-])cn2)o1 | 8 | 98 | 103 | 2 | 97 | 8 | -20 | 100 | 97 | 5 | 96
CCOC(=O)c1c(C)nc(-c2ccccc2)nc1NC(=O)C(C)C | 10 | 96 | 94 | 16 | 98 | x | 2 | 93 | 97 | 26 | 97
O=C(c1cc2nc(C3CC3)cc(C(F)F)n2n1)N1CCOCC1 | x | 95 | 98 | 7 | 101 | -11 | -42 | 97 | 98 | 20 | 99
COC(=O)CC1=C(C(=O)OC)C(c2cccs2)C(C#N)=C(N)O1 (centres undefined) | 11 | 105 | 108 | 12 | 106 | x | -9 | 103 | 104 | 13 | 104
O=C(N/N=C/c1ccsc1)c1cc(O)cc(O)c1 | 8 | 102 | 105 | 25 | 105 | 2 | -23 | 103 | 102 | 13 | 100
Cc1cccc(N2C(=O)NC3(CCCCC3)C2=O)c1 | 8 | 101 | 103 | 5 | 103 | x | -23 | 102 | 103 | 26 | 99
COc1ccccc1Cc1nc(-c2ccc(Br)o2)no1 | 7 | 99 | 97 | 6 | 97 | x | -10 | 97 | 100 | 24 | 102
CCC(C)(C)C1CCC(=NNC(=O)c2ccoc2C)CC1 (centres undefined) | 17 | 100 | 104 | 38 | 103 | x | 2 | 100 | 101 | 16 | 99
Cc1cccc(CSc2ncnc3c2cnn3Cc2ccccc2)c1 | 0 | 96 | 96 | 12 | 97 | -16 | 6 | 95 | 97 | 33 | 97
CCOc1cccc(NC(=O)/C(C#N)=C\c2cccnc2)c1 | 7 | 90 | 84 | 7 | 83 | 22 | 0 | 87 | 92 | 9 | 101
COc1ccc(-c2noc(CCC(=O)NCc3cccnc3)n2)cc1OC | -1 | 94 | 103 | 11 | 104 | 26 | -28 | 96 | 100 | 46 | 97
CCCOc1cccc(-c2cc(-c3n[nH]c(=S)n3CC)c3ccccc3n2)c1 | -41 | 99 | 99 | 29 | 97 | x | -118 | 94 | 99 | 14 | 101
CC(C)c1nc(C(=O)N2CCc3c([nH]c4ccccc34)C2c2ccccn2)cs1 (centres undefined) | 15 | 94 | 95 | 6 | 95 | x | -43 | 91 | 93 | 26 | 95
CCCn1c(CN(C)Cc2ccccc2)nc2c1c(=O)n(C)c(=O)n2C | 6 | 99 | 102 | 7 | 101 | x | 4 | 100 | 99 | 15 | 98
O=C1C2CCCN2C(c2cccs2)N1c1ccc(Cl)cc1 (centres undefined) | -6 | 104 | 103 | 14 | 104 | x | -37 | 102 | 103 | 30 | 101
O=[N+]([O-])c1cccc2ccc(/C=C/c3ccc(C(F)(F)F)cc3)nc12 | -1 | 96 | 101 | 14 | 98 | -5 | -20 | 98 | 100 | 11 | 98
CC1CCCN(C(=O)Nc2ccc(Br)cc2Cl)C1 (centres undefined) | 7 | 106 | 111 | 9 | 104 | 0 | -26 | 102 | 103 | 11 | 105
CCC1CCCCN1S(=O)(=O)c1ccc(S(=O)(=O)N2CCN(S(=O)(=O)CC)CC2)cc1 (centres undefined) | 7 | 102 | 101 | 12 | 104 | 2 | 2 | 99 | 105 | 20 | 103
O=C(O)C(c1ccccc1)N1CCCCC1 (centres undefined) | 11 | 97 | 96 | 23 | 98 | -14 | -6 | 95 | 97 | 12 | 97
O=C(COC(=O)CCc1c[nH]c2ccccc12)NCc1ccccc1 | -3 | 101 | 102 | 17 | 101 | -7 | -42 | 99 | 99 | 6 | 101
Nc1nnc(SCc2ccc([N+](=O)[O-])cc2)s1 | -9 | 96 | 94 | 14 | 98 | -1 | -8 | 95 | 95 | 14 | 97
COc1ccc(S(=O)(=O)N2CCCOC2CNC(=O)C(=O)NCc2ccco2)cc1C (centres undefined) | 4 | 97 | 102 | x | 100 | x | -26 | 99 | 99 | 72 | 96
NC(=O)c1ccc(Oc2ccc3ccc(=O)oc3c2)c([N+](=O)[O-])c1 | 6 | 97 | 95 | 11 | 96 | -13 | -22 | 95 | 96 | 27 | 100
COc1c(Cl)cc(Cl)cc1/C=N/n1cnnc1 | 2 | 102 | 100 | 7 | 103 | -6 | -22 | 98 | 104 | 16 | 99
CCc1c(C)nc2ncnn2c1N1CCN(S(=O)(=O)c2ccc(OC)cc2)CC1 | 4 | 98 | 96 | 12 | 101 | 0 | -2 | 94 | 97 | 11 | 103
